Screening results: PubChem, several laboratories
HePTP inhibitor = blocks human HePTP tyrosine phosphatase | P35236 | recombinant HePTP phosphatase activity, OD absorbance | inhibition, % at 20 µM | 110,000 tested, 0.64% active | AID 521; in the data active means inhibition above about 50%;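 further: plate controls were vehicle for no effect and reference inhibitor for full effect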
Target sequence (P35236 whole entry, looked up): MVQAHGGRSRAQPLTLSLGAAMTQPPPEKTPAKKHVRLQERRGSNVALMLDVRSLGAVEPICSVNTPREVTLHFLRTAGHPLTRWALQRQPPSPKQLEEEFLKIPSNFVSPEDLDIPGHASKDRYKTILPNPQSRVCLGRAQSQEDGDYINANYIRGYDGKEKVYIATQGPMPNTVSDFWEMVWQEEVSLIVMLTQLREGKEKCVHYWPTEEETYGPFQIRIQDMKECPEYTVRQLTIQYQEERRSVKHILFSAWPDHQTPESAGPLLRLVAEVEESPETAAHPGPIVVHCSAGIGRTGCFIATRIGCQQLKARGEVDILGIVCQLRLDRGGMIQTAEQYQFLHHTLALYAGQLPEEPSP
BAP1 inh = human BAP1 deubiquitinase inhibition. Q92560. recombinant BAP1, Ub-AMC hydrolysis fluorescence kinetic; hits give low values. activity remaining (% of control), % at 20 µM. 72,000 tested, 0.48% active;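 active means activity remaining at or below 50% of control, provided the compound also passes the data quality filters; inactive means the rest, including low values that fail the filters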;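 further: 100% = DMSO wells rate and 0% = substrate alone blank rate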
Target sequence (Q92560 whole entry, looked up): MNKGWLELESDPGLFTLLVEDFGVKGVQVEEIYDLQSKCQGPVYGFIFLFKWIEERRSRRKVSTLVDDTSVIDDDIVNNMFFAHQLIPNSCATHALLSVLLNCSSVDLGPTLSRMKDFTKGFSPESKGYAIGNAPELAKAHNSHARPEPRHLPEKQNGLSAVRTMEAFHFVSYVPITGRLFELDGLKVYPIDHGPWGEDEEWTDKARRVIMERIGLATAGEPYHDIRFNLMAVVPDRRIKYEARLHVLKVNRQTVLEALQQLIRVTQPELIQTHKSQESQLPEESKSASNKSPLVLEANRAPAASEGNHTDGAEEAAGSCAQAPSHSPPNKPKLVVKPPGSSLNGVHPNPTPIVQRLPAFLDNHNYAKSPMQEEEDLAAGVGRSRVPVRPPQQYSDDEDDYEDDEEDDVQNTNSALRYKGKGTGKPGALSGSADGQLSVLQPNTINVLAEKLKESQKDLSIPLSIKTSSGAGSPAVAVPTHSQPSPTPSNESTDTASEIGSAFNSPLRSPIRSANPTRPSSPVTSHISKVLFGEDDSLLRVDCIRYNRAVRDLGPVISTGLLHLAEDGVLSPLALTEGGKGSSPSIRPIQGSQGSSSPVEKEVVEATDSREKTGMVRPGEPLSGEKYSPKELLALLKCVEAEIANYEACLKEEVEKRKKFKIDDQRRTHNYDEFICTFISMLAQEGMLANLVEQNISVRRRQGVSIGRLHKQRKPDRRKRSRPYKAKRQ
Active calls of the source: *; . = no result given; & = joins results of further samples.

Value order: BAP1 inh, HePTP inhibitor
> CC(C)(C)C1=CC(N)=C(C(C)(C)C)C(=O)C1=O
  ., 1.1
> COc1ccc(OC)c(C2=NOC(C(=O)NCc3ccccn3)C2)c1 (centres undefined)
  83.3, 5.9
> Cc1ccc(C(=O)Nc2ccccc2C(=O)Nc2ccncc2)cc1
  ., 3.5
> O=C(CSc1nnc2ccccn12)NCc1cccs1
  105.7, 0.7
> CCOc1ccc(N=C(NC#N)SC)cc1
  94.2, -0.3
> O=C(NCCOc1ccccc1Cl)c1ccc2c3c(cccc13)CC2
  ., 2.0
> CC12CN3CC(C)(CN(C1)C3c1ccc(Cl)cc1Cl)C2=O (centres undefined)
  104.4, 2.2
> c1ccc2nc3c(cc(N4CCOCC4)c4ccccc43)nc2c1
  ., 1.2
> Cc1[nH]c2ccccc2c1C(=O)/C=C/c1cccs1
  ., 12.8
> CCOc1ccc(N2C(=O)CC(N)C2=O)cc1 (centres undefined)
  127.0, 10.4
> CCN(CC(=O)N1CCN(C)CC1)S(=O)(=O)c1ccc(Cl)cc1
  86.8, 7.0
> COC(=O)[C@@H](NC(=O)NC(C)CCc1ccccc1)C(C)C (some centres undefined)
  100.7, -4.7
> CCCN=C(N)/C(C(=O)OCC)=C(\O)c1ccc(OC)cc1
  81.8, 1.4
> COc1cccc(C(=O)NC2CC3CCCC(C2)N3CC(=O)Nc2ccccc2)c1 (centres undefined)
  101.1, .
> O=C(O)c1cccc(NS(=O)(=O)c2cccc(S(=O)(=O)c3ccc(Cl)cc3)c2)c1
  58.2, .

Next compounds follow:
Value order: BAP1 inh, HePTP inhibitor
> O=C1/C(=C\c2cccc(Br)c2)SC(=S)N1CN1CCCCC1
  ., 29.5
> COc1cc(/C=C2\SC(=S)N(Cc3ccco3)C2=O)ccc1O
  ., 7.7
> O=c1c2[nH]c3ccccc3c2ncn1CCN1CCOCC1
  82.0, -7.0
> CCOc1cccc(C(=O)Nc2cc(C(F)(F)F)cc(C(F)(F)F)c2)c1
  ., -5.5
> Nc1cc(Cl)ccc1N1CCOCC1
  103.1, 6.8
> Cc1ccc(C)c(S(=O)(=O)N2CCC(C)CC2)c1
  ., -2.6
> Cc1ccc(/C(O)=C2\C(=O)C(=O)N(c3ccc(O)cc3)C2c2cccc([N+](=O)[O-])c2)cc1 (centres undefined)
  ., -22.2
> CCOC(=O)c1sc(NN=C(C#N)C#N)c(C(=O)OCC)c1C
  ., -16.7
> COc1ccccc1CC(=O)Nc1ccc(C)c(Cl)c1
  ., 1.8
> CCOC(=O)C1=C(C)N=C2SC(C)C(=O)N2C1/C=C/c1ccccc1OC (centres undefined)
  81.5, 4.7
> CCCCN1C(=O)/C(=C/C=C/c2ccccc2)SC1=S
  ., 4.8
> CCOC(=O)N1CCN(C(=O)c2cc3cc(Br)ccc3oc2=O)CC1
  93.8, -7.4
> Cc1ccc(S(=O)(=O)N2CCCC2C(=O)NC2CCCCC2)cc1 (centres undefined)
  117.7, 3.1
> Cc1cc(C)n(S(=O)(=O)c2cc(C)c(C)cc2C)n1
  81.5, 3.7
> COc1ccc(NC(=O)CN(c2cccc([N+](=O)[O-])c2)S(=O)(=O)c2ccccc2)cc1
  ., 2.7

Remaining list, next part:
Value order: BAP1 inh, HePTP inhibitor
> Cc1ccccc1CNc1nc(N)n(-c2ccccc2)n1
  96.0, 1.3
> Clc1ccc(OCC2COCCO2)cc1 (centres undefined)
  ., -4.6
> O=C(NCCCn1ccnc1)c1cc(-c2ccc(Cl)cc2)nc2ccccc12
  ., 6.1
> O=C(O)c1ccc(S(=O)(=O)c2ccc3c(c2)C(=O)N(c2nc4ccccc4s2)C3=O)cc1
  ., 8.4
> O=C1C2C3C=CC(C3)C2C(=O)N1c1cccc(-c2nc3ccccc3o2)c1 (centres undefined)
  94.6, 10.1
> COC(=O)CCC(=O)Nc1cccc2c(NC(=O)CCC(=O)OC)cccc12
  ., -0.2
> Cc1ccc(NC(=O)CC(=O)NN)cc1
  ., -19.0
> COC(=O)Cc1[nH]nc2c1C(C1C=CCCC1)C(C#N)=C(N)O2 (centres undefined)
  97.4, 4.7
> CCNC(=O)C(C)Sc1ccc(Cl)cc1 (centres undefined)
  110.1, 7.3
> O=C(Nc1nc(-c2cccs2)cs1)c1ccc(Cl)cc1Cl
  ., -1.7
> CCN1CCN(CCCNC(=O)c2csc3c2CCCCC3)CC1
  88.7, -1.3
> Cc1cccc(CCNC(=O)C2CCCN(S(=O)(=O)c3cccc4nsnc34)C2)c1 (centres undefined)
  94.2, 3.8
> CCOC(=O)c1c(N)sc(C(=O)Nc2ccccc2C(F)(F)F)c1C
  ., 7.1
> CN(C)c1ccc(C=Nn2cnnc2)cc1
  ., 7.8
> O=C(Nc1ccc(C(=O)c2ccccc2)cc1)c1ccc(Cl)cc1
  ., 3.2

(more compounds)
Value order: BAP1 inh, HePTP inhibitor
> Cn1c(=O)c2c3c(sc2n2c(SCC(=O)c4ccccc4)nnc12)COC(C)(C)C3
  93.9, 5.8
> Cc1n[nH]c(C)c1S(=O)(=O)N1CCCCCC1
  119.2, 1.5
> O=C(NCCN1CCOCC1)c1cnn2c1NC(c1ccco1)CC2C(F)(F)F (centres undefined)
  ., 4.4
> CC1(C)CC(NC(=O)c2cccc(I)c2)CC(C)(C)N1
  ., 1.3
> C/C(=N\NC(=O)c1ccncc1)c1ccco1
  ., 6.9
> CCN1CCN(C(=O)CS(=O)(=O)Cc2nc(-c3ccc(C)cc3)oc2C)CC1
  101.0, 5.0
> COc1ccccc1NC(=O)c1sc(-c2ccccc2)nc1C
  ., 7.5
> CCOc1ncccc1C(=O)Nc1ccc(-c2cn3ccsc3n2)cc1
  230.7, 7.0
> O=C(CCCOc1ccccc1)n1nnc2ccccc21
  91.2, 0.3
> C#CC(CC)(CC)NC(=O)c1c(C)noc1C
  ., 11.1
> O=C1CC(O)(C(F)(F)F)Oc2c1ccc1ccccc21 (centres undefined)
  101.1, 4.4&2.9
> Cn1c(NCc2ccccc2O)nc2ccccc21
  111.5, 10.1
> COc1ccc(N2C(=O)C(CC(=O)Nc3ccccc3)N(Cc3ccc4c(c3)OCO4)C2=O)cc1 (centres undefined)
  98.1, 5.5
> Clc1ccc(/C=N/Nc2nc(N3CCOCC3)nc(N3CCOCC3)n2)cc1
  ., 6.8
> CCCCOC(=O)Nc1ccc(C(=O)OCCC)cc1
  89.6, 10.3

Continuation:
Value order: BAP1 inh, HePTP inhibitor
> COc1ccc(C(=O)N2CC3(C)CC2CC(C)(C)C3)cc1 (centres undefined)
  155.3, 11.6
> CCOC(=O)CN1C(=O)Nc2ccc(Br)cc2C1c1ccccc1 (centres undefined)
  ., -3.1
> Cc1ccc(NC(=O)CSc2nnc(NC(=O)CN3CCOCC3)s2)cc1
  100.0, 5.8
> O=C(CCC1CCCCC1)NCCN1CCOCC1
  ., 11.2
> CCCn1nnc(NC(=O)c2ccccc2Cl)n1
  108.2, 12.7
> COc1ccccc1N(CC(=O)Nc1ccccc1C(=O)NCC(C)C)S(C)(=O)=O
  ., 6.1
> Cc1cccc(/C(N)=N/OC(=O)COc2ccccc2)c1
  ., 7.1
> CCC(=O)Nc1ccc(NC(=O)CSc2nnnn2C(C)C)cc1
  104.6, 8.9
> O=C(c1ccccc1)N1CCN(C(=O)N2CCOCC2)CC1
  ., 4.4
> O=C(N/N=C/c1ccc(Cl)cc1)c1ccc(O)cc1
  ., -7.0
> COc1ccc(-n2cc(-c3ccccc3)c3c(N4CCN(CCO)CC4)ncnc32)cc1
  107.5, 12.3
> O=C(NCc1cccnc1)C(=O)N1CCCC1
  ., 6.4
> C=CCSc1n[nH]c(-c2ccc(OCCC)cc2)n1
  ., -0.5
> COc1cc(CCC(=O)OCn2nnc3ccccc3c2=O)cc(OC)c1OC
  147.1, 4.3
> Cc1nc2cc(NC(=O)NCc3ccco3)ccc2n1C
  89.3, 7.7

The results go on:
Value order: BAP1 inh, HePTP inhibitor
> N/C(=N\c1nc2ccccc2o1)NC(=O)/C=C/c1ccco1
  ., -7.6
> O=C(CSc1nc(O)cc(=O)[nH]1)N1CCCc2ccccc21
  112.0, 5.2
> Cn1c(=O)c2c(-c3ccccc3)n(Cc3ccccn3)cc2n(C)c1=O
  88.7, 6.0
> COc1cccc(CN2CCN(C(=O)c3ccccc3)CC2)c1OC
  ., 8.7
> O=C(/C=C/c1ccccc1)NC(=S)Nc1ccc(O)c(-c2nc3ccccc3o2)c1
  ., -5.2
> CCOC(=O)C1=C(C)N=c2s/c(=C\c3cccs3)c(=O)n2C1c1ccc(OCC)cc1 (centres undefined)
  ., 0.0
> COc1ccccc1-c1nnc(SCC(=O)NC2CCCCC2)o1
  96.3, -9.8
> CCOC(=O)CSc1nc(N)c(C#N)cc1C#N
  ., -15.4
> CCCCCN=Cc1c(C)[nH]n(-c2nc3ccccc3s2)c1=O
  89.8, 6.1
> Cc1ccc(OCC(=O)Nc2ccc(C(C)C)cc2)cc1C
  185.0, .
> Cc1cc(=O)oc2cc(OC(C)C)ccc12
  ., 10.2&8.8
> O=C(NCCO)C(=O)Nc1cccc(F)c1
  ., 4.0
> CCOc1cccc(C(=O)Nc2sc(C)c(-c3ccc(C)cc3)c2C(=O)OC)c1
  ., 3.0
> O=C1N=c2ccccc2=C1c1sc(=S)n(-c2cccc(C(F)(F)F)c2)c1O
  ., 9.9
> COc1cc(C2NC(=O)N(C)C(C)=C2C(=O)OC2CCCC2)cc(Br)c1O (centres undefined)
  ., -15.1

Four of the entries above in order of the HePTP inhibitor value, lowest first.
Value order: BAP1 inh, HePTP inhibitor
> CCOC(=O)CSc1nc(N)c(C#N)cc1C#N
  ., -15.4
> O=C(NCCO)C(=O)Nc1cccc(F)c1
  ., 4.0
> CCCCCN=Cc1c(C)[nH]n(-c2nc3ccccc3s2)c1=O
  89.8, 6.1
> COc1cccc(CN2CCN(C(=O)c3ccccc3)CC2)c1OC
  ., 8.7

Next part
Value order: BAP1 inh, HePTP inhibitor
> c1ccc(CN2CCN(c3ncccn3)CC2)nc1
  98.2, 3.3
> COc1ccc2c(C(=O)CN3CCN(CCO)CC3)c[nH]c2c1
  93.6, 12.0
> CC(C)NCC(O)c1ccc(NS(C)(=O)=O)cc1 (centres undefined)
  96.2, .
> COc1ccc(NC(=O)CSc2nc(O)cc(=O)n2-c2ccccc2OC)cc1
  79.0, 1.4
> COc1cc(OC)cc(C(=O)Nc2c(C)cccc2C)c1
  ., -3.6
> O=C(COc1ccc2ccccc2c1)Nc1ccncc1
  ., 2.3
> NC(=O)NC(Cc1c[nH]c2ccccc12)C(=O)O (centres undefined)
  ., 2.4
> CCN1CCCC1CNC(=O)CCc1nc(-c2ccc(C)cc2)no1 (centres undefined)
  102.2, 7.4
> O=C(Nc1cccc(O)c1)c1cccc(NC(=O)c2cccs2)c1
  ., -13.4
> O=C(COC(=O)CCNS(=O)(=O)c1ccc(Cl)cc1)NCc1ccco1
  107.9, -1.8
> O=C(/C=C/c1ccccc1)Nc1ccc(N2CCCCC2)cc1
  ., 9.3
> CCc1ccc2[nH]c(=O)c(CN(CCO)C(=O)NCc3ccccc3)cc2c1
  138.1, 10.4
> COc1ccc(OC)c(S(=O)(=O)N2Cc3ccccc3CC2C(=O)Nc2nccs2)c1 (centres undefined)
  109.2, -8.5
> COc1ccc(Cl)cc1NC(=O)c1c(-c2ccccc2Cl)noc1C
  110.5, .
> COc1ccc(N2C(=O)CSC2c2ccc(C(C)C)cc2)cc1 (centres undefined)
  71.6, .
> Cc1ccc2oc(C(Cl)(Cl)Cl)cc(=O)c2c1
  ., -6.6
> O=C(c1nc2nc(-c3ccc(Cl)cc3)cc(C(F)(F)F)n2n1)N1CCOCC1
  ., 10.4
> COc1cc(OC)cc(C(=O)N2CCN(C(=O)c3ccc(OC)c(OC)c3)CC2)c1
  107.4, 6.7

Among those listed so far, 24 contain four or more nitrogen atoms.
Value order: BAP1 inh, HePTP inhibitor
> O=C(CSc1nnc2ccccn12)NCc1cccs1
  105.7, 0.7
> O=c1c2[nH]c3ccccc3c2ncn1CCN1CCOCC1
  82.0, -7.0
> CCOC(=O)c1sc(NN=C(C#N)C#N)c(C(=O)OCC)c1C
  ., -16.7
> Cc1ccccc1CNc1nc(N)n(-c2ccccc2)n1
  96.0, 1.3
> O=C(NCCCn1ccnc1)c1cc(-c2ccc(Cl)cc2)nc2ccccc12
  ., 6.1
> COC(=O)Cc1[nH]nc2c1C(C1C=CCCC1)C(C#N)=C(N)O2 (centres undefined)
  97.4, 4.7
> Cc1cccc(CCNC(=O)C2CCCN(S(=O)(=O)c3cccc4nsnc34)C2)c1 (centres undefined)
  94.2, 3.8
> CN(C)c1ccc(C=Nn2cnnc2)cc1
  ., 7.8
> Cn1c(=O)c2c3c(sc2n2c(SCC(=O)c4ccccc4)nnc12)COC(C)(C)C3
  93.9, 5.8
> O=C(NCCN1CCOCC1)c1cnn2c1NC(c1ccco1)CC2C(F)(F)F (centres undefined)
  ., 4.4
> CCOc1ncccc1C(=O)Nc1ccc(-c2cn3ccsc3n2)cc1
  230.7, 7.0
> Clc1ccc(/C=N/Nc2nc(N3CCOCC3)nc(N3CCOCC3)n2)cc1
  ., 6.8
> Cc1ccc(NC(=O)CSc2nnc(NC(=O)CN3CCOCC3)s2)cc1
  100.0, 5.8
> CCCn1nnc(NC(=O)c2ccccc2Cl)n1
  108.2, 12.7
> CCC(=O)Nc1ccc(NC(=O)CSc2nnnn2C(C)C)cc1
  104.6, 8.9
> COc1ccc(-n2cc(-c3ccccc3)c3c(N4CCN(CCO)CC4)ncnc32)cc1
  107.5, 12.3
> Cc1nc2cc(NC(=O)NCc3ccco3)ccc2n1C
  89.3, 7.7
> N/C(=N\c1nc2ccccc2o1)NC(=O)/C=C/c1ccco1
  ., -7.6
> Cn1c(=O)c2c(-c3ccccc3)n(Cc3ccccn3)cc2n(C)c1=O
  88.7, 6.0
> CCOC(=O)CSc1nc(N)c(C#N)cc1C#N
  ., -15.4
> CCCCCN=Cc1c(C)[nH]n(-c2nc3ccccc3s2)c1=O
  89.8, 6.1
> c1ccc(CN2CCN(c3ncccn3)CC2)nc1
  98.2, 3.3
> CCN1CCCC1CNC(=O)CCc1nc(-c2ccc(C)cc2)no1 (centres undefined)
  102.2, 7.4
> O=C(c1nc2nc(-c3ccc(Cl)cc3)cc(C(F)(F)F)n2n1)N1CCOCC1
  ., 10.4
